# Bioassay records: PubChem BioAssay, several laboratories
# FAS-TE inh: FAS thioesterase (human) inhibition; recombinant FAS-TE, OMFH fluorogenic substrate, fluorescence endpoint; inhibition, % at 15 µM; hit rate 0.67% among 360,000; P49327;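 active means compounds whose normalised, plate-corrected inhibition of enzyme fluorescence in the single-dose primary screen is 50% or more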;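 further: 0% = DMSO with enzyme and 100% = substrate without enzyme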
# SKN-1 block: inhibitors of C. elegans SKN-1 | C. elegans VP596 Pgst-4::GFP/RFP ratio, acrylamide-induced, 24 h | hit rate 0.49% among 360,000 | AID 624304 | inhibition, % at 21.8 µM;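 active means interference check ratio from 0.5 to 1.5 plus GFP to RFP signal ratio inhibition reaching or exceeding a fixed threshold, cut at about 30% in these data, passing the limit was not always enough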; further: some compounds called inactive have numbers as strong as hits
# MsrA act: activates bovine MsrA enzyme. hit rate 0.3% among 360,000. purified bovine MsrA, absorbance read-out. activation, % at 10.6 µM; in the data active means activation above about 7.5%;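 further: 0% = vehicle and 100% = reference activator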
# MsrA inhibitor: inhibits bovine methionine sulfoxide reductase A. purified bovine MsrA, absorbance read-out. hit rate 0.75% among 360,000. inhibition, % at 15.5 µM; in the data active means inhibition above about 4.5%;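 further: 0% = vehicle wells with enzyme and 100% = reference inhibitor wells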
# MT1-MMP act inh: blocks activation of human MT1-MMP. hit rate 0.061% among 360,000. GFP/RFP ratio change, % at 20 µM. P50281. HT1080 RFP-PRO-GFP cells, GFP/RFP ratio fluorescence, overnight; percent of plate control window, DMSO zero;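 active means GFP/RFP ratio change of at least 30% with cell ATP level not reduced by more than half and red fluorescence within 50% of control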; further: strong numbers were not always called active
#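 Test system: HT1080 cells expressing an RFP-PRO-GFP fluorescent reporter construct / Compound dosing: single-point 20 µM compound, 1% DMSO / Schedule: cells overnight before dosing, compound overnight, 37 °C, 5% CO2 / Evaluation: GFP/RFP fluorescence ratio / Control set: DMSO and RFP-L50D-GFP cell wells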
# Tb MetRS inh: Trypanosoma brucei MetRS inhibition; inhibition, % at 11.9 µM; purified T. brucei MetRS, ATP depletion, Kinase-Glo luminescence; hit rate 0.4% among 360,000; AID 624268;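 active means inhibition above a per-plate cutoff of the control wells' mean inhibition plus 3 SD, cut at about 5.5% in these data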;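 further: 0% = DMSO wells median and 100% = median of wells with control inhibitor compound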
#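 Material: T. brucei methionyl-tRNA synthetase, purified; reagent: substrates ATP, L-methionine and bulk Escherichia coli tRNA; dosing: 11.9 µM single point; timing: 15 min plus 2 h at 25 °C; detection: luminescence of leftover ATP; evaluation: % inhibition; control set: DMSO-only wells as low control; replicates: singlicate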
# MLLE-PAM2 inh: blocks PAM2 peptide binding to the PABP1 MLLE domain; P11940; GST-MLLE / FITC-PAM2 fluorescence polarization; inhibition, % at 20 µM; hit rate 0.36% among 360,000; in the data active means inhibition above about 35%, passing the limit was not always enough;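 further: plate controls were DMSO wells with GST-MLLE for no effect and wells lacking GST-MLLE protein for full effect; some results filed as inactive read as strong as hits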
# Target sequence (P11940 whole entry, looked up, the tested form may be a part): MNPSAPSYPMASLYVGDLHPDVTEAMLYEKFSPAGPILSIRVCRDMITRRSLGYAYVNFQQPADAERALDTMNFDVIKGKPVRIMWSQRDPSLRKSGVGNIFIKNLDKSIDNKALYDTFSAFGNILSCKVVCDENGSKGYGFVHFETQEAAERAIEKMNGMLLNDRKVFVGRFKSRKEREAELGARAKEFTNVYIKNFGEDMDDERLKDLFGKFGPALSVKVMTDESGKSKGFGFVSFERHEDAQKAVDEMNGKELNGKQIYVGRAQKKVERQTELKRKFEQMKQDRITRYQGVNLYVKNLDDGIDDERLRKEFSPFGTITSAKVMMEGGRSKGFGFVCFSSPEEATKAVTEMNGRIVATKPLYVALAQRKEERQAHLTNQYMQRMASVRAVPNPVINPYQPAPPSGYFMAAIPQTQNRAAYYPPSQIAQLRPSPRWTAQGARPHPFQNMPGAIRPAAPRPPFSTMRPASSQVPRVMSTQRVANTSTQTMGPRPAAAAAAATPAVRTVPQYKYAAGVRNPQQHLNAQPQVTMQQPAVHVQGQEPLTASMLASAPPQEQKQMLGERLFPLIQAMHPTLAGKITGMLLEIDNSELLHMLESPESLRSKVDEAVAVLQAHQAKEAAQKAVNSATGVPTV
# CendR NRP1 mod: alters CendR peptide binding to human NRP-1; hit rate 0.85% among 360,000; O14786; FAM-RPARPAR peptide binding to NRP-1, fluorescence polarization; AID 602438; inhibition, % at 25 µM;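 active means inhibition or corrected inhibition above about 18%, plus a signal ratio from 0.5 to 1.5, limit read from the data, passing the limit was not always enough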; further: strong numbers were not always called active
# E coli Lon inh: inhibits E. coli Lon protease; inhibition, % at 7.94 µM; AID 602123; purified E. coli Lon protease, fluorescence polarization; hit rate 0.42% among 360,000; in the data active means inhibition above about 13%, passing the limit was not always enough;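 further: 0% = enzyme with probe and DMSO and 100% = no enzyme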
# Numbers without * were called inactive; x = no result given.
SMILES,FAS-TE inh,SKN-1 block,MsrA act,MsrA inhibitor,MT1-MMP act inh,Tb MetRS inh,MLLE-PAM2 inh,CendR NRP1 mod,E coli Lon inh
CCc1nc(Nc2ccccc2OC)c2oc3ccccc3c2n1,14.5,6.5,-2.2,0.3,-1.3,-0.4,1.5,-21.1,-10.6
COc1ccc(CNC(=O)c2ccncc2)cc1,-8.9,4.3,-5.4,-0.7,1.4,-0.5,-1.4,10.4,3.3
CCCCNC(=O)c1cn(CC(C)C)c(=O)c2c1c1ccccc1n2C,-7.1,12.3,-3.1,-1.3,-4.6,-0.4,8.6,-7.7,-6.3
CCOc1ccc2ccccc2c1/C=N/NC(=O)CC1(C)OCCCO1,-10.0,10.8,-3.0,1.4,-1.8,-0.1,6.4,5.7,-2.6
Cc1cc(C(=O)Cn2nc(C(=O)O)c3ccccc3c2=O)c(C)n1CCc1ccc(Cl)cc1,17.8,14.5,-2.1,0.8,-0.8,-0.9,-10.8,0.5,-6.4
O=C(NCCCCC(NC(=O)C1CCCCC1)C(=O)O)c1ccccc1 (stereo not drawn),-12.2,-3.4,2.5,-0.4,-1.7,-0.5,-7.5,0.3,-5.4
CCOC(=O)C1(Cc2ccccc2)CCN(Cc2cnc(N3CCOCC3)s2)CC1,-2.7,3.0,-3.2,2.2,1.0,-0.2,3.5,0.8,2.9
Cc1ccc(-n2nc(C(=O)O)cc2-c2ccc(Cl)cc2)cc1,-0.4,3.6,0.3,2.4,-1.5,0.0,3.1,5.9,-14.8
O=C(C(=O)N1CCN(c2ccccc2)CC1)c1cccc(Br)c1,x,-14.5,x,-0.5,3.1,-0.2,x,7.2,x
Cc1ccccc1NC(=O)C(C)c1ccc(-c2ccccc2)c(F)c1 (stereo not drawn),23.6,10.6,-1.4,-0.2,2.0,-1.1,7.6,3.1,-2.8
COc1cc(S(=O)(=O)N(Cc2ccco2)C2CCCC2)ccc1-n1cnnn1,16.9,7.2,-3.3,0.0,-1.3,-0.5,-0.6,-4.5,-5.9
O=C(NCC1CCCO1)c1c(O)c2cccc3c2n(c1=O)CC3 (stereo not drawn),-7.9,4.5,-6.5,0.2,0.6,-1.1,-0.5,2.9,1.8
CC1(C)OC(=O)N(c2ccccc2)C12C=Cc1cc(Br)ccc1O2 (stereo not drawn),19.1,-7.1,-8.9,0.4,-11.2,-0.7,-7.8,-11.9,2.5
COc1cccc(/C=N/NC(=O)c2cccc([N+](=O)[O-])c2)c1OS(=O)(=O)c1ccc(C)cc1,29.9,21.6,-1.5,2.7,6.7,0.3,-7.0,8.2,2.6
CCN(CC)CCNC(=O)CCCNC(=O)Cn1cnc2sc(C)c(C)c2c1=O,-7.9,-2.2,-5.2,1.1,4.0,-0.5,3.3,-0.7,-5.8
CCN(CC(=O)Nc1c(F)cccc1F)C(=O)CCNC(=O)c1ccccc1OC,-8.9,16.1,-2.0,-1.2,1.4,0.0,0.0,9.3,1.1
Nc1ccc(N2CCCC2)c(S(=O)(=O)Nc2cccc(C(F)(F)F)c2)c1,-0.7,14.3,-8.4,-0.3,0.3,-0.5,7.4,8.6,12.5
CCCC(=O)Nc1nc2n(n1)C(c1ccccc1)CC(=O)N2 (stereo not drawn),-6.9,1.9,-6.7,-1.1,1.3,-0.6,-2.3,1.7,1.1
Cc1cc2oc(=O)c3c(c2cc1OCc1nn[nH]n1)CCCC3,-2.5,-13.2,-12.3,2.3,-3.1,-0.6,-3.5,-6.4,-3.6
CCC(=O)N1c2ccc(S(=O)(=O)NCCc3ccc(C)cc3)cc2CC1C (stereo not drawn),4.3,0.0,-5.4,-0.8,-0.5,0.0,3.4,5.7,-0.4
CCC(CC)NC(=O)c1cccc([N+](=O)[O-])c1C,-8.6,-4.4,-2.2,1.5,2.9,0.0,-3.3,1.4,-7.8
O=C(Cc1noc2ccccc12)Nc1ccc2ccccc2c1,19.6,2.2,-3.7,0.4,2.1,0.1,10.9,-14.8,-0.4
O=C(COc1ccccc1)NS(=O)(=O)c1ccccc1,-2.5,1.6,1.0,1.2,1.9,0.0,-14.1,5.3,2.7
O=C(NCc1ccc(Cl)cc1)C1CCCCN1S(=O)(=O)c1ccccc1 (stereo not drawn),5.4,2.0,-2.5,0.4,-3.6,-0.4,-14.3,0.1,-2.0
CCC(C)(C)n1nnnc1C(c1ccc(OC)c(OC)c1)N1CCN(c2ccccc2)CC1 (stereo not drawn),0.4,21.7,-2.6,-0.2,5.2,-0.8,0.7,-3.0,-5.9
C[C@@H]1CN([C@@H](C)CO)C(=O)CCCn2nncc2CO[C@H]1CN(C)S(=O)(=O)c1ccc2ccccc2c1,-9.5,-10.8,-10.5,-0.1,2.1,-2.3,1.4,-4.4,4.7
COc1cccc(-c2nc(CS(=O)(=O)CC(=O)NCCCN3C(C)CCCC3C)c(C)o2)c1 (stereo not drawn),-5.8,20.8,1.4,1.2,-3.4,-0.4,9.3,13.4,3.1
CC(=O)N(c1nc(CCl)cs1)c1c(C)cc(C)cc1C,-15.0,-9.3,-9.3,-0.8,0.0,-0.7,-2.5,0.4,-7.0
Cc1ccccc1CC1(CO)CCCN(C(=O)Cc2c(F)ccc(F)c2F)C1 (stereo not drawn),7.5,6.9,-2.1,-0.6,-1.2,-1.6,0.9,2.7,8.9
CCc1nc(C#N)c(N2CCCCC2)o1,-9.2,10.0,-4.9,0.6,1.3,-0.2,-2.0,5.8,-11.6
CCC(CC)C1=NN2C(=N)/C(=C\c3cc(C)n(-c4cccc(C)c4)c3C)C(=O)N=C2S1,-5.1,3.4,0.2,0.5,-14.4,-0.1,4.2,-18.1,6.3
O=C1CN(C(=O)CC2C(=O)NCCN2Cc2ccccc2C(F)(F)F)CCN1 (stereo not drawn),-7.7,13.7,-5.1,-0.2,-0.4,-0.4,-7.1,-9.9,-9.9
S=C(Nc1ccccc1)Nc1ccccn1,-2.1,6.5,-5.2,0.0,1.9,-0.1,23.4,-6.9,0.1
CC(=O)COC(=O)CNC(=O)c1ccc(Br)cc1,-3.5,16.9,2.5,-0.6,3.9,-0.4,9.1,1.2,-0.1
COc1cc(C(=O)N(Cc2ccc(C)o2)C2CCS(=O)(=O)C2)cc(OC)c1OC (stereo not drawn),-8.3,7.5,-2.0,1.4,-1.1,0.8,-1.1,7.3,1.3
Cn1ccc2c(N3CCCCC3)cc3c(c21)C1CCC3O1 (stereo not drawn),-0.6,4.5,-2.1,-0.8,3.4,-0.1,4.8,12.4,-7.0

# 3 entries from above, reformatted:
# Results follow in this order: FAS-TE inh	SKN-1 block	MsrA act	MsrA inhibitor	MT1-MMP act inh	Tb MetRS inh	MLLE-PAM2 inh	CendR NRP1 mod	E coli Lon inh
CCC(CC)C1=NN2C(=N)/C(=C\c3cc(C)n(-c4cccc(C)c4)c3C)C(=O)N=C2S1
 : -5.1	3.4	0.2	0.5	-14.4	-0.1	4.2	-18.1	6.3
O=C1CN(C(=O)CC2C(=O)NCCN2Cc2ccccc2C(F)(F)F)CCN1 (stereo not drawn)
 : -7.7	13.7	-5.1	-0.2	-0.4	-0.4	-7.1	-9.9	-9.9
S=C(Nc1ccccc1)Nc1ccccn1
 : -2.1	6.5	-5.2	0.0	1.9	-0.1	23.4	-6.9	0.1

# (list continues)
SMILES,FAS-TE inh,SKN-1 block,MsrA act,MsrA inhibitor,MT1-MMP act inh,Tb MetRS inh,MLLE-PAM2 inh,CendR NRP1 mod,E coli Lon inh
CCSc1nnc(Cc2cc(=O)[nH]c(=O)[nH]2)n1-c1cc(C)ccc1C,-2.6,3.1,-2.2,-0.7,-1.3,-1.1,24.6,-1.8,10.6
COc1c(Cl)cc(C(=O)NN)cc1Cl,0.5,-2.8,-7.1,-1.5,-5.4,-0.6,-6.6,-5.0,4.7
CC(=O)Oc1ccc(N(C(C)=O)S(=O)(=O)c2ccc(C)cc2)c2ccccc12,6.7,-1.8,-4.5,0.7,3.4,-0.1,-10.8,-1.8,-1.3
Cc1ccc(C)c(N2CCN(c3nnnn3-c3ccccc3)CC2)c1,16.9,13.8,1.1,-0.3,-6.5,0.1,6.1,3.9,1.5
Cc1cc(/C=C2/NC(=O)NC2=O)c(C)n1-c1ccccn1,-8.1,4.3,-9.1,2.6,0.3,-1.2,9.9,-3.1,-0.1
Cc1cccc(C)c1NC(=O)C(=O)NCC1CCCN1S(=O)(=O)c1cccs1 (stereo not drawn),-1.9,-8.6,-1.6,0.8,3.5,-0.4,3.1,-16.4,-4.9
O=C(Cn1cc(C(F)(F)F)ccc1=O)N1CCN(S(=O)(=O)c2ccc(Cl)cc2)CC1,-4.5,18.9,-2.1,-0.3,2.0,-0.2,2.5,3.9,-2.0
O=C(Cc1csc(N2CCOCC2)n1)N/N=C/c1ccccc1C(=O)O,-3.1,-3.7,1.3,0.9,2.7,0.1,-4.2,0.5,-2.5
CCC(=O)N1CCN(c2ccc(NC(=O)c3ccc4c(c3)OCCO4)cc2)CC1,-3.4,12.3,-1.6,-0.7,2.2,-0.3,-13.6,-0.4,-28.5
COc1ccc(NC(=O)Cc2ccccc2)cn1,-4.4,-1.2,-1.8,0.7,-4.4,-0.3,35.5,-0.3,13.8
CCn1cc(/C=C(\NC(=O)c2ccccc2OC)C(=O)NCCCn2ccnc2)c2ccccc21,2.2,6.6,-4.5,2.1,0.6,0.3,8.0,-1.4,5.4
CN(C)N=Nc1ccc2nc[nH]c2c1,-8.1,9.0,-2.0,0.2,6.1,-0.6,-5.1,3.8,3.8
COc1ccc(-n2nc([N+](=O)[O-])c(=NCCc3ccc(C)cc3)n2O)cc1,16.6,6.5,-0.6,1.6,-4.0,-0.4,9.7,-0.3,-2.2
CN(Cc1nc(Cc2ccccc2F)no1)[C@@H]1CS(=O)(=O)C[C@H]1O,-5.2,-16.8,-6.4,1.6,-0.8,-0.9,0.8,9.8,-7.3
CCCCCCc1ccc(OC(=O)c2ccncc2)cc1,13.8,8.4,-0.6,-0.7,0.5,-0.4,1.9,5.1,-6.9
COc1ccc(CN(Cc2ccc(C(=O)O)cc2)C(=S)Nc2cc(C)cc(C)c2)cc1OC,-5.9,-10.2,-1.5,-0.6,5.9,0.3,-5.8,5.4,0.6
COc1ccc(NS(=O)(=O)c2ccc(NC(=O)c3ccc(N(C)S(C)(=O)=O)cc3)cc2)c(OC)c1,-9.6,9.8,-2.8,-0.2,-4.2,0.8,-4.6,-1.9,4.8
Cc1oc2cc3c(C(=O)N4CCCCC4)c(C)oc3cc2c1C(=O)N1CCCCC1,-5.8,15.2,-1.9,0.1,8.5,-0.5,3.9,-1.6,6.0
Cc1ccc2occ(/C=N/NC(=O)c3ccccc3Br)c(=O)c2c1,9.8,-9.9,-5.6,0.7,-13.8,-0.1,6.7,-5.9,8.6
O=C(CNC1CCCCC1)N1CCc2ccccc2C1,-10.8,-45.1,-13.4,0.8,7.2,-1.2,10.9,6.3,-4.2
O=C(Nc1ccccc1C(=O)NCCCN1CCOCC1)c1ccccc1,-6.5,10.2,0.0,0.1,0.8,-0.2,1.4,6.7,-2.4
O=C(CN1CCN(c2ccccn2)CC1)N1CC(O)CO1 (stereo not drawn),-4.1,6.0,-0.7,-0.2,0.8,-0.4,6.1,4.3,-3.5
Cc1cccc(NC(=O)c2c(-c3ccccc3)noc2C)n1,0.0,-14.1,-3.8,0.3,-1.6,-0.6,3.4,-0.2,-2.7
COc1cc(C(=O)Nc2ccc(C#N)cc2)c([N+](=O)[O-])cc1OC,-12.4,12.3,-1.9,1.1,-0.1,-0.3,-10.6,8.3,0.1
